MBD2 DNA inh: blocks human MBD2 binding to methylated DNA | TR-FRET, MBD2 binding to methylated oligonucleotide | inhibition, % at 4.4 µM | 370,000 tested, 0.31% active | AID 686964; in the data active means inhibition above about 13%
PRMT1 inh: inhibitors of human PRMT1 | AID 652257 | Q99873 | inhibition, % at 2.79 µM | 370,000 tested, 1.3% active | recombinant PRMT1, activity-based probe fluorescence polarization;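 active means inhibition above about 21% made by adding two undisclosed values, limit read from the data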
Target sequence (Q99873 whole entry, looked up): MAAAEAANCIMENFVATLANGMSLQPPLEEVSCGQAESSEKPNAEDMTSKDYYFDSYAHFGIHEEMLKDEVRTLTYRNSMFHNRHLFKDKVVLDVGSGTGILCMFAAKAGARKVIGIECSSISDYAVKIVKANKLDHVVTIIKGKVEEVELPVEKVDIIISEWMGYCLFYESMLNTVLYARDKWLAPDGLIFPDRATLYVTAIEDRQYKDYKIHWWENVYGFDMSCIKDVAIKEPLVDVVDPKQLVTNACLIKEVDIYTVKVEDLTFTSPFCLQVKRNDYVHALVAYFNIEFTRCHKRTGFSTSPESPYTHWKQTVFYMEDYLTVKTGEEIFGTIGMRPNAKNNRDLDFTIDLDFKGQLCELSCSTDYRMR
rCAG binder: molecules binding r(CAG) RNA repeats. r(CAG) RNA repeat, TO-PRO-1 dye displacement fluorescence. 370,000 tested, 1.3% active. inhibition, % at 3 µM. AID 651821;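 active means inhibition above the plate cutoff, the mean of all test compounds on that plate plus 3 SD, cut at about 35% in these data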;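 further: 0% = DMSO alone and 100% = 100 µM mitoxantrone as full dye displacement; higher means more dye released from RNA so lower well fluorescence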
TDP2 absorb: TDP2 (human) inhibition, absorbance primary screen; 370,000 tested, 0.34% active; recombinant TDP2, T5PNP hydrolysis, p-nitrophenol absorbance 415 nm; O95551; inhibition, % at 12.8 µM; AID 720702;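 active means inhibition above the mean of all tested compounds plus 3 SD, set per campaign, cut at about 25% in these data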;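 further: 0% = DMSO with enzyme and 100% = buffer with substrate but no TDP2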
Target sequence (O95551 whole entry, looked up): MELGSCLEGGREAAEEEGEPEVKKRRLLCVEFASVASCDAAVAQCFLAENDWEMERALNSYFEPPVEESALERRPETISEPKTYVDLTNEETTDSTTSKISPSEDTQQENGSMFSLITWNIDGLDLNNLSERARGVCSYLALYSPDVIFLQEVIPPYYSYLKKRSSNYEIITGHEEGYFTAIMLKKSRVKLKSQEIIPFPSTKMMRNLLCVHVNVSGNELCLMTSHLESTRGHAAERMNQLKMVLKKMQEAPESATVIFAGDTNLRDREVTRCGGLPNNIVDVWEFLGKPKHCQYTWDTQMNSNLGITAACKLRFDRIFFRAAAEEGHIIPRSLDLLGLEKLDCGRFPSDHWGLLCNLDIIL
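Assay system: recombinant human TDP2 / Reagent: T5PNP substrate at 5 mM, a TopII-DNA adduct mimic / Measured by: epi absorbance from released p-nitrophenol / Evaluation: % inhibition relative to enzyme-containing and enzyme-free wells / Control set: enzyme-free and DMSO wells / Replicates: each compound tested once, singlicate / Schedule: enzyme reaction with compound for 2 h at 37 °C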
TCR-CD3 inh: inhibitors of human TCR-CD3 interaction; TAMRA-labeled TCR probe fluorescence, biochemical; inhibition, % at 9.4 µM; 360,000 tested, 0.37% active; AID 651800; in the data active means inhibition above about 19%;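 further: recombinant mutant TCR 2C K166C tagged with TAMRA read by polarization; 0% = receptor in buffer alone and 100% = receptor with positive control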
ABHD4 inh: inhibits mouse alpha/beta hydrolase domain 4. Q8VD66. purified mABHD4, FP-Rh probe fluorescence polarization. inhibition, % at 8.92 µM. 370,000 tested, 0.54% active. AID 720543;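 active means inhibition exceeding the mean over every tested compound plus 3 SD, cut at about 30% in these data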;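 further: 0% = plate median of compound wells and 100% = S159A mutant with DMSO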
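Test system: mouse ABHD4 enzyme, wild type. Reagent: FP-Rh fluorescent activity-based probe, added after compound pre-incubation. Timing: pre-incubation 45 min, probe exposure 60 min, at 25 °C. Technique: FP readout, ex 525 nm / em 598 nm. Benchmarks: high control S159A mutant with DMSO, low control median of compound wells.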
HTRA1 inhibitor: inhibitors of human serine peptidase HTRA1. recombinant HTRA1, FP-rhodamine activity-based probe, fluorescence polarization. inhibition, % at 5.96 µM. 340,000 tested, 0.5% active. AID 504803; in the data active means inhibition above about 36%;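 further: 0% = enzyme with DMSO and 100% = wells lacking enzyme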
LEDGF integ inh: blocks HIV-1 LEDGF/p75-dependent DNA integration; TR-FRET IN-LEDGF/p75 DNA integration, Eu/Cy5; inhibition, % at 3.7 µM; AID 743269; 370,000 tested, 0.64% active;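 active means inhibition above the screen-wide mean plus 3 SD, cut at about 13% in these data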;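 further: signal is the Cy5 over europium emission ratio at 671 and 618 nm; 0% = plate median of compound wells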
NPR2 activator: GC-B (human) receptor activation; activation, % at 10 µM; HEK293-GC-B cells, CNP EC30, cGMP TR-FRET; 0% at EC30 CNP, 100% saturating CNP; 370,000 tested, 0.11% active; P20594;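 active means activation at 10 µM reaching about 35% in either raw or pattern-adjusted values, limit read from the data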
SIAE inh: blocks human sialic acid acetylesterase; inhibition, % at 9.66 µM; SIAE FP-Rh probe binding, fluorescence polarization; Q9HAT2; 370,000 tested, 0.69% active;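 active means inhibition above a cutoff: mean of compounds within the control limits plus 3 SD of those, cut at about 17% in these data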;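 further: 0% = plate median of compound wells and 100% = probe without SIAE protein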
* hit, by the source's call.

`O=C(N[C@H](C(=O)N1CCC[C@H]1C(=O)NCc1ccccc1)c1ccccc1)c1ccc(Cl)c(Cl)c1` gave MBD2 DNA inh 0, PRMT1 inh 1, rCAG binder 4, TDP2 absorb -2, TCR-CD3 inh -2, ABHD4 inh -7, LEDGF integ inh 2, NPR2 activator -2 and SIAE inh -7.
Screening O=C(OCCN1CCCC1)C1(c2ccccc2)CCCC1 returned MBD2 DNA inh 3, PRMT1 inh 2, rCAG binder -1, TDP2 absorb 0, TCR-CD3 inh 1, ABHD4 inh -4, HTRA1 inhibitor -2, LEDGF integ inh -5, NPR2 activator -1 and SIAE inh -3.
`O=C(O)C1CC(Br)C(Br)CC1C(=O)O` (stereo not given) gave MBD2 DNA inh 1, PRMT1 inh -2, rCAG binder 1, TDP2 absorb 9, TCR-CD3 inh -8, ABHD4 inh 1, HTRA1 inhibitor 3, LEDGF integ inh 2, NPR2 activator 2 and SIAE inh -4.
Screening Cc1ccc(S(=O)(=O)NCc2ccc(C(=O)N3CCCC3)cc2)cc1 returned MBD2 DNA inh 3, PRMT1 inh 3, rCAG binder -6, TDP2 absorb 2, TCR-CD3 inh 0, ABHD4 inh 8, HTRA1 inhibitor 3, LEDGF integ inh 0, NPR2 activator -3 and SIAE inh 6.
O=C1CC(NNC(=O)c2cccc(F)c2)C(=O)N1 (stereo not given) was read as MBD2 DNA inh 1, PRMT1 inh -2, rCAG binder 4, TDP2 absorb -16, TCR-CD3 inh -9, ABHD4 inh 0, HTRA1 inhibitor 10, LEDGF integ inh 0, NPR2 activator 1 and SIAE inh 12.
Cc1occc1C(=O)N/N=C/C=C\c1ccccc1[N+](=O)[O-] was read as MBD2 DNA inh -7, PRMT1 inh -2, rCAG binder -3, TDP2 absorb -12, TCR-CD3 inh 3, ABHD4 inh -4, LEDGF integ inh -3, NPR2 activator -6 and SIAE inh 4.
Screening CNC(=O)c1cc2cc(Cc3ccccc3Cl)ccc2oc1=O returned MBD2 DNA inh 1, PRMT1 inh -1, rCAG binder 2, TDP2 absorb 16, TCR-CD3 inh 1, ABHD4 inh 5, HTRA1 inhibitor -2, LEDGF integ inh 2, NPR2 activator 0 and SIAE inh 9.
CCCCn1c(SCC(=O)N2CCCc3ccccc32)nc2c1c(=O)n(C)c(=O)n2C was read as MBD2 DNA inh 2, PRMT1 inh -2, rCAG binder -3, TDP2 absorb 7, TCR-CD3 inh -3, ABHD4 inh 4, HTRA1 inhibitor 0, LEDGF integ inh 1, NPR2 activator -3 and SIAE inh 2.
For O=C(Nc1ccc(S(=O)(=O)Nc2nccs2)cc1)c1cc(-c2ccncc2)nc2ccccc12 the results were MBD2 DNA inh 5, PRMT1 inh 6, rCAG binder 48*, TDP2 absorb 1, TCR-CD3 inh 7, ABHD4 inh -3, HTRA1 inhibitor -8, LEDGF integ inh 0, NPR2 activator -3 and SIAE inh -7.
For COc1ccc([C@H]2C[C@@H](O)[C@H](n3cc(C4CC4)nn3)CN2CC2CCCCC2)cc1 the results were MBD2 DNA inh -4, PRMT1 inh 5, rCAG binder 4, TDP2 absorb 1, TCR-CD3 inh -4, ABHD4 inh -12, HTRA1 inhibitor -19, LEDGF integ inh 2, NPR2 activator -10 and SIAE inh 1.
For NC(=O)C1CCN(C(=O)c2ccc(Oc3ccccc3)cc2)CC1 the results were MBD2 DNA inh 7, PRMT1 inh 0, rCAG binder -5, TDP2 absorb -6, TCR-CD3 inh -1, ABHD4 inh -7, HTRA1 inhibitor 0, LEDGF integ inh 2, NPR2 activator -2 and SIAE inh 2.
`COc1ccc(Br)c(C(=O)Nn2c(C)nc3ccccc3c2=O)c1` gave MBD2 DNA inh -1, PRMT1 inh 8, rCAG binder 3, TDP2 absorb -9, TCR-CD3 inh -2, ABHD4 inh -1, HTRA1 inhibitor 5, LEDGF integ inh 0, NPR2 activator 2 and SIAE inh 1.
Cc1ccc(CNC(=O)c2c(-c3ccccc3)noc2C)cc1 was read as MBD2 DNA inh 4, PRMT1 inh 6, rCAG binder -6, TDP2 absorb 0, TCR-CD3 inh 1, ABHD4 inh -3, HTRA1 inhibitor -11, LEDGF integ inh 2, NPR2 activator -1 and SIAE inh -7.
Screening C=CCN1C(=O)C2(OCCCO2)c2ccccc21 returned MBD2 DNA inh 1, PRMT1 inh 2, rCAG binder 2, TDP2 absorb 7, TCR-CD3 inh 8, ABHD4 inh -2, HTRA1 inhibitor -6, LEDGF integ inh 2, NPR2 activator -1 and SIAE inh -7.
CCCCOc1ccc(-c2cn3ccccc3n2)cc1[N+](=O)[O-] was read as MBD2 DNA inh 0, PRMT1 inh 0, rCAG binder 5, TDP2 absorb -12, TCR-CD3 inh 2, ABHD4 inh -6, HTRA1 inhibitor -21, LEDGF integ inh 1, NPR2 activator -7 and SIAE inh 4.
CC(=O)Nc1ccc(NC(=O)CN(c2ccc(C(C)C)cc2)S(=O)(=O)c2ccccc2)cc1 was read as MBD2 DNA inh -4, PRMT1 inh -3, rCAG binder 1, TDP2 absorb -13, TCR-CD3 inh -5, ABHD4 inh -12, HTRA1 inhibitor 5, LEDGF integ inh 0, NPR2 activator -1 and SIAE inh 1.
For CCC1(CC)C(=O)C2=C3C1[C@H](C(=O)OC)C=C(C(=O)OC)C[C@H]3n1c(=O)n(C)c(=O)n1[C@H]2C (stereo not given in full) the results were MBD2 DNA inh 3, PRMT1 inh -3, rCAG binder -9, TDP2 absorb 10, TCR-CD3 inh 3, ABHD4 inh 3, HTRA1 inhibitor -4, LEDGF integ inh 5, NPR2 activator -2 and SIAE inh 6.
For COc1ccc(NC(=O)c2cc3ccccn3n2)cc1 the results were MBD2 DNA inh -6, PRMT1 inh -5, rCAG binder 3, TDP2 absorb -7, TCR-CD3 inh 3, ABHD4 inh -10, HTRA1 inhibitor -3, LEDGF integ inh 4, NPR2 activator -3 and SIAE inh -1.
`O=C(C[C@H]1C[C@H](C(=O)N2CCCCC2)[C@@]2(CCc3ccccc3)c3[nH]c4ccc(Cl)cc4c3CCN2C1=O)NCCCn1ccnc1` gave MBD2 DNA inh -3, PRMT1 inh -1, rCAG binder 9, TDP2 absorb -11, TCR-CD3 inh 8, ABHD4 inh 6, HTRA1 inhibitor 1, LEDGF integ inh -1, NPR2 activator -8 and SIAE inh 2.
`OCc1nn2c(c1Br)NC(c1ccccc1)CC2C(F)(F)F` (stereo not given) gave MBD2 DNA inh 1, PRMT1 inh -1, rCAG binder -8, TDP2 absorb -8, TCR-CD3 inh 4, ABHD4 inh -5, HTRA1 inhibitor 3, LEDGF integ inh 0, NPR2 activator 7 and SIAE inh 3.
`C[C@@]12C(=O)N(Cc3ccccc3)CC(=O)N1[C@H](/C=C/c1ccccc1)[C@@H]1C(=O)N(c3ccccc3)C(=O)[C@@H]12` gave MBD2 DNA inh -5, PRMT1 inh 0, rCAG binder -2, TDP2 absorb 0, TCR-CD3 inh 8, ABHD4 inh -7, HTRA1 inhibitor -7, LEDGF integ inh -2, NPR2 activator 2 and SIAE inh -1.
O=C(CSc1nccn1-c1ccccc1)c1ccc(Br)cc1 was read as MBD2 DNA inh -6, PRMT1 inh -4, rCAG binder -7, TDP2 absorb 4, TCR-CD3 inh 6, ABHD4 inh -1, HTRA1 inhibitor 6, LEDGF integ inh 1, NPR2 activator -2 and SIAE inh -2.
CSc1ccc(C(=O)NCC2CCN(C(=O)C(=O)c3cc4ccccc4o3)CC2)cc1 was read as MBD2 DNA inh -1, PRMT1 inh 2, rCAG binder 5, TDP2 absorb -1, TCR-CD3 inh -4, ABHD4 inh 0, LEDGF integ inh -2, NPR2 activator -4 and SIAE inh -1.
For Cc1ccc(C(C)C)c(OCC(=O)Nc2cccc(S(=O)(=O)NC3=NCCCCC3)c2)c1 the results were MBD2 DNA inh 0, PRMT1 inh -9, rCAG binder -5, TDP2 absorb -13, TCR-CD3 inh 1, ABHD4 inh -4, HTRA1 inhibitor -29, LEDGF integ inh 2, NPR2 activator 3 and SIAE inh -6.
Screening CC(C)(C)c1ccccc1NC(=O)c1ccco1 returned MBD2 DNA inh 0, PRMT1 inh 1, rCAG binder 1, TDP2 absorb -3, TCR-CD3 inh 1, ABHD4 inh 0, HTRA1 inhibitor 0, LEDGF integ inh 2, NPR2 activator -3 and SIAE inh 6.
CCn1cc(/C=C/C(=O)Nc2ccn(Cc3c(F)c(F)c(F)c(F)c3F)n2)cn1 was read as MBD2 DNA inh -1, PRMT1 inh -2, rCAG binder -6, TDP2 absorb 2, TCR-CD3 inh 2, ABHD4 inh 3, HTRA1 inhibitor -4, LEDGF integ inh 2, NPR2 activator -1 and SIAE inh 9.
CCOC(=O)C1=C(C)NC(C)=C(C(=O)OCC)C1C(=O)OCC(=O)N(C)C was read as MBD2 DNA inh 0, PRMT1 inh -1, rCAG binder -5, TDP2 absorb 6, TCR-CD3 inh 9, ABHD4 inh 4, HTRA1 inhibitor 14, LEDGF integ inh -1, NPR2 activator 5 and SIAE inh -1.
`COc1ccc(Nc2nnc(SCc3cc(=O)n4ccsc4n3)s2)cc1` gave MBD2 DNA inh -4, PRMT1 inh 29*, rCAG binder 17, TDP2 absorb 5, TCR-CD3 inh 4, ABHD4 inh 14, HTRA1 inhibitor 8, LEDGF integ inh 3, NPR2 activator -2 and SIAE inh -9.
For C[C@@H]1CN([C@@H](C)CO)C(=O)CCCn2nncc2CO[C@H]1CN(C)S(=O)(=O)c1ccc(-n2cccn2)cc1 the results were MBD2 DNA inh -4, PRMT1 inh -8, rCAG binder 0, TDP2 absorb 2, TCR-CD3 inh 8, ABHD4 inh -3, HTRA1 inhibitor 5, LEDGF integ inh -11, NPR2 activator -2 and SIAE inh 4.
`COc1cc2c(cc1OC)/C(=C/C(=O)c1ccc(F)cc1)NCC2` gave MBD2 DNA inh -2, PRMT1 inh 1, rCAG binder 6, TDP2 absorb -4, TCR-CD3 inh -4, ABHD4 inh 4, HTRA1 inhibitor -4, LEDGF integ inh 3, NPR2 activator 1 and SIAE inh -1.
O=C(Nc1nc2c(F)cc(F)cc2s1)C1CC(=O)N(Cc2ccco2)C1 (stereo not given) was read as MBD2 DNA inh 0, PRMT1 inh 9, rCAG binder 7, TDP2 absorb -11, TCR-CD3 inh -1, ABHD4 inh -1, HTRA1 inhibitor -1, LEDGF integ inh 5, NPR2 activator 2 and SIAE inh 1.
For COc1ccc(C(=O)N/C(=C\c2ccccc2)C(=O)NC(CCSC)C(=O)O)cc1 (stereo not given) the results were MBD2 DNA inh 1, PRMT1 inh 1, rCAG binder 1, TDP2 absorb -3, TCR-CD3 inh 4, ABHD4 inh -2, HTRA1 inhibitor -2, LEDGF integ inh 1, NPR2 activator 4 and SIAE inh -1.

Screening data from PubChem BioAssay.

An excerpt, so the mix of outcomes need not match the whole.
